# Bioassay records (PubChem BioAssay)
# FUS suppressor: rescues growth of FUS-expressing yeast; 390,000 compounds, 0.24% hits; S. cerevisiae FUS-expressing, growth rescue, OD600, 24 h; Potency, µM (doses to about 76.6 µM), inactives show at the top dose growth rescue (activation), actives largely listed as activators;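 also: potency is read from the fitted curve at half-maximal effect; plate controls were DMSO vehicle for no effect and reference control for full effect; nearly all actives have a fitted effect of over 55% in size; some results filed as inactive show a strong effect at the top dose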
#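 FUS-expressing yeast, raffinose-pregrown, induced in 2% galactose minimal medium at OD 0.005; compounds in a dilution series, 24hr at 30C. Growth restoration read as absorbance at 600 nm. CP55940 positive control, DMSO negative.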
# EPAC1 ag: agonists of human EPAC1; 360,000 compounds, 0.073% hits; EPAC1 agonist qHTS, biochemical assay; response scale: 100% = response to 6.5 mM cAMP; Potency, µM (doses to about 154 µM), without a hit: top-dose activation, hits mostly activators; also: potency is read from the fitted curve at half-maximal effect; nearly all actives have a fitted effect of over 60% in size
#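 EPAC1 100 nM, Rap1B–BODIPY-GDP 250 nM, unlabeled GDP 50 uM; compound titration; 5 min RT; kinetic read ex480/em540 at 5-min intervals ×30 min; data normalized to 6.5 mM cAMP agonist control.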
# WRN helicase inh: inhibitors of human WRN helicase; WRN helicase unwinding, fluorescent forked duplex, kinetic; Potency, µM (top dose mostly 114 µM), for inactives: top-dose activity change, negative = inhibition, usual class: inhibitors; 360,000 compounds, 0.46% hits; AID 651768; also: potency is read from the fitted curve at half-maximal effect; % is scaled to controls: 0 for no effect and ±100 for the full control effect; nearly all actives have a fitted effect of over 55% in size
#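 Screening of the MLSMR collection measured strand separation of a quenched forked DNA duplex (100 nM) by 20 nM WRN with 2 mM ATP, all final. Compounds were preincubated with enzyme 15 min at room temperature.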
# aSyn rescue: inhibitors of alpha-synuclein toxicity in yeast | AID 652106 | 370,000 compounds, 0.14% hits | Potency, µM (top dose mostly 46.1 µM), inactives show top-dose growth rescue (activation), hits mostly activators | Yeast expressing alpha-synuclein, growth rescue, BacTiter-Glo, 24 h; also: potency is read from the fitted curve at half-maximal effect; % of control where 0% means no effect; nearly all actives have a fitted effect of over 65% in size
#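 Screening used galactose-induced yeast with toxic alpha-synuclein levels, exposed to compound for 24 hr at 30 deg C. Cell growth, read with BacTiter-Glo luminescence, gave the measured signal.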
# EPAC1 antagonist: antagonists of human EPAC1 | O95398 | EPAC1 GEF assay, Rap1b-BODIPY-GDP exchange fluorescence | Potency, µM (highest dose often 115 µM), inactives show at the top dose activity change, negative = inhibition, actives largely listed as inhibitors | 360,000 compounds, 0.14% hits | AID 720709;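 also: potency is read from the fitted curve at half-maximal effect; plate controls were vehicle for no effect and positive control for full effect; nearly all actives have a fitted effect of over 50% in size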
# PLK1 PBD block: inhibitors of human PLK1 polo-box domain binding; Potency, µM, for inactives: max response, negative = inhibition, usual class: inhibitors; Plk1 PBD binding of FITC phosphopeptide, fluorescence polarization; AID 720504; 360,000 compounds, 2.8% hits; P53350; also: potency is read from the fitted curve at half-maximal effect; series mostly up to about 57 µM; % is scaled to controls: 0 for no effect and ±100 for the full control effect; nearly all actives have a fitted effect of over 65% in size
# IL2 activator: activates IL-2 in a cell-based reporter assay; activation, % (series mostly up to about 46 µM); IL-2 activation reporter assay, cell-based qHTS; stimulated with anti-CD3/CD4/CD28 beads; in transgenic mouse T cells; 360,000 compounds, 0.065% hits; in the data active = activation above about 50%; inconclusive = mostly about 30% to 49%; also: 0% is about no effect
#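 Screening format: compound pinned onto unstimulated transgenic mouse T cells, 60 min incubation, then anti-CD3/anti-CD4/anti-CD28 bead stimulation for 18 hours at 37 degrees C, followed by EGFP and DsRed detection.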
# PI5P4Ka inh: inhibitors of human PI5P4K alpha; P48426; PI5P4Kalpha enzyme, ADP-Glo luminescence, 60 min; stronger effect = lower value; max response, %; 330,000 compounds, 1.2% hits; AID 652105; active = max response of -50% or lower; inconclusive = between -30% and -50%; inactive = -30% or higher; also: value at the top dose of about 77 µM; % is scaled to controls: 0 for no effect and ±100 for the full control effect
#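 Human PI5P4Kalpha with substrate in 0.038 M HEPES pH 7.4, 0.28 mM EGTA, 0.1% CHAPS, 5% DMSO; reaction started with 5 microM ATP (final), 60 min at room temperature. ADP formed read by ADP-Glo luminescence.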
# Abeta yeast res: compounds reversing amyloid beta toxicity in yeast; yeast expressing A-beta42, growth rescue, OD600, 48 h; response scale: 0% DMSO, 100% iron-clioquinol control; Potency, µM (series often up to 46.1 µM), inactives show at the top dose growth rescue, most hits filed as activators; 410,000 compounds, 0.063% hits; AID 1347071; also: potency is read from the fitted curve at half-maximal effect; nearly all actives have a fitted effect of over 55% in size
#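 Yeast growth medium received pinned compounds, then yeast cells expressing toxic A-beta were added; plates incubated at 30 C for 48 hr. Growth read as absorbance at 600 nm, normalized to DMSO and equimolar FeCl3 plus clioquinol controls.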
# The depositor's hits bear a star; ? = inconclusive; nt = not tested or not shown; & = joins results of further samples; [ ] = dose if it differs, or a comment. Unless noted, calls follow the shape of the dose curve; as a rule, active = well fitted curve in the direction sought with a large enough effect; inconclusive = small, poorly fitted or top-dose-only effect, or another doubt; inactive = no such curve, though single readings can be large; an effect the other way counts as inactive or inconclusive.
# The opening 10 compounds as a preview:
SMILES,FUS suppressor,EPAC1 ag,WRN helicase inh,aSyn rescue,EPAC1 antagonist,PLK1 PBD block,IL2 activator,PI5P4Ka inh,Abeta yeast res
CCOc1ccc2[nH]c(SCC(=O)OC)c([N+](=O)[O-])c2c1,9%,-8%,-6%,10%,-2%,-16%,-0.9,2,14%
CCOc1ccccc1N(CC(=O)Nc1ccccc1Br)S(=O)(=O)c1ccccc1,37%,11%,-6%,1%,-9%,3%,-3.1,15,8%
CN(C)N=C1c2cc(S(=O)(=O)N(C)C)ccc2-c2ccc(S(=O)(=O)N(C)C)cc21,14%,-17%,0%[57.1 µM],4%,4%,6%,-2.7,0,2%
CN(C)c1nc(C(N)=O)nc(N2CCOCC2)n1,-23%,12%,0%,3%,-2%,1%,11,1,14%
COc1ccc(NC(C)=O)c2nc(C)c(C)nc12,16%,-2%,-5%,-13%,16%,-3%,-1.6,nt,-5%
O=C(CN1CCN(c2ccc(F)cc2)CC1)Nc1ccccc1[N+](=O)[O-],-8%,9%,-7%,-1%,-16%,?,3.0,-1,15%
COc1ccc(-c2csc(NC(=O)CN3C(=O)CCC3=O)n2)cc1OC,-11%,7%,-2%,-6%,10%,-12%,2.2,2,14%
O=C(CCC(=O)NCc1ccccc1)NCc1ccccc1,-7%,20%,2%,4%,-1%,0%,2.7,-6,1%
CC(=O)c1cccc(NC(=O)CNC(=O)c2sc3ccccc3c2Cl)c1,12%,-8%,-36%,-2%,-16%,-7%,7.0,-16,11%
CC(=O)c1ccc(OC(C)C)c(Cc2c(O)nc(N)[nH]c2=O)c1,-14%,-15%,-1%,-7%,-7%,-8%,1.6,-6,2%

# Main list, from the first entry:
SMILES,FUS suppressor,EPAC1 ag,WRN helicase inh,aSyn rescue,EPAC1 antagonist,PLK1 PBD block,IL2 activator,PI5P4Ka inh,Abeta yeast res
CCOc1ccc2[nH]c(SCC(=O)OC)c([N+](=O)[O-])c2c1,9%,-8%,-6%,10%,-2%,-16%,-0.9,2,14%
CCOc1ccccc1N(CC(=O)Nc1ccccc1Br)S(=O)(=O)c1ccccc1,37%,11%,-6%,1%,-9%,3%,-3.1,15,8%
CN(C)N=C1c2cc(S(=O)(=O)N(C)C)ccc2-c2ccc(S(=O)(=O)N(C)C)cc21,14%,-17%,0%[57.1 µM],4%,4%,6%,-2.7,0,2%
CN(C)c1nc(C(N)=O)nc(N2CCOCC2)n1,-23%,12%,0%,3%,-2%,1%,11,1,14%
COc1ccc(NC(C)=O)c2nc(C)c(C)nc12,16%,-2%,-5%,-13%,16%,-3%,-1.6,nt,-5%
O=C(CN1CCN(c2ccc(F)cc2)CC1)Nc1ccccc1[N+](=O)[O-],-8%,9%,-7%,-1%,-16%,?,3.0,-1,15%
COc1ccc(-c2csc(NC(=O)CN3C(=O)CCC3=O)n2)cc1OC,-11%,7%,-2%,-6%,10%,-12%,2.2,2,14%
O=C(CCC(=O)NCc1ccccc1)NCc1ccccc1,-7%,20%,2%,4%,-1%,0%,2.7,-6,1%
CC(=O)c1cccc(NC(=O)CNC(=O)c2sc3ccccc3c2Cl)c1,12%,-8%,-36%,-2%,-16%,-7%,7.0,-16,11%
CC(=O)c1ccc(OC(C)C)c(Cc2c(O)nc(N)[nH]c2=O)c1,-14%,-15%,-1%,-7%,-7%,-8%,1.6,-6,2%
Cc1ccc(-c2nn3c(C)nnc3s2)cc1NC(=O)c1ccc(OC(C)C)cc1,7%,-6%,-8%,12%,-10%,-10%,-3.1,4,-4%
O=C(NCCc1ccccn1)/C(=C/c1ccco1)NC(=O)c1ccccc1,8%,-14%,-14%,0%,7%,0%,-1.0,10,0%
COc1ccc([C@H]2C[C@H](O)[C@@H](n3cc(C4CC4)nn3)CN2C(=O)c2cccs2)cc1,-25%,1%,5%,2%,1%,3%,0.3,2,5%
CCOC(=O)/C(=C/c1c[nH]c2ccccc12)NC(C)=O,8%,4%,0%,2%,-19%,-2%,-0.4,0,3%
COCCCn1cc(C(=O)c2cc(Br)ccc2O)cc(C#N)c1=O,58%,-5%,-8%,-4%,18%,-20%,-0.5,-7,-4%
CC(=O)c1ccccc1NC(=O)COC(=O)C1CCCN1S(=O)(=O)c1ccccc1F (stereo not drawn),13%,9%,7%,14µM*,4%,1%,0.2,-4,7%
CCOC(=O)C1(CCOC)CCN(C2C3CC4CC(C3)CC2C4)CC1 (stereo not drawn),-7%,2%,-3%,5%,10%,-1%,5.9,1,-2%
COC(=O)c1ccccc1NC(=O)Cc1nc(-c2ccccc2)sc1-c1ccc(C)cc1,nt,-2%,-4%,7%,-15%,-12%,0.0,5,1%
CC(C)CNc1ncnc2c1ncn2[C@H]1CN(C2CCCC2)C[C@@H](CO)O1,-4%,-5%,-1%,-2%,-13%,-13%,-0.3,-24,-14%
ON=Cc1ccnc2ccccc12,-6%,6%,-5%,1%,-6%,0%,-0.1,8,5%
CCc1nc(SCC(=O)NCc2ccc(F)cc2)c2c(=O)n(C)c(=O)n(C)c2n1,-23%,3%,-2%,-1%,-2%,-2%,-2.1,1,2%
O=C(CSC1=NS(=O)(=O)c2cc(Cl)ccc2N1)NCc1ccc(F)cc1,-5%,0%,-9%,-1%,-28%,-11%,0.7,-2,-4%
COCCN(C(=O)CCc1ccccc1OC)c1nnc(-c2cccnc2)s1,23%,1%,-1%,?,-3%,-13%,-0.5,-10,-13%
CCn1c(=O)c2cc(C(=O)N(C)c3cc(C)ccc3OC)sc2c2ccccc21,32%,5%,-6%,?,-8%,-20%,-0.7,1,-3%
Cc1nc(NC(=O)COC(=O)c2ccc(S(=O)(=O)N3CCc4ccccc4C3)cc2)c(Cl)cc1Cl,-6%,6%,-27%[57.1 µM],5%,-2%,-4%,0.7,1,-1%
Cc1ccc(S(=O)(=O)N2CCN(C(=O)COC(=O)CNC(=O)c3ccc(Cl)cc3Cl)CC2)cc1,-4%,-7%,8%,-4%,9%,-3%,2.2,5,-7%
Cc1cc(C)c2[nH]c(=O)c(CN(Cc3ccco3)C(=S)NCC3CCCO3)cc2c1 (stereo not drawn),2%,-13%,2%,-4%,-3%,-10%,0.1,0,-3%
COc1cc(C(=O)NC2CC(C)CC(C)(C)C2)cc(OC)c1OC (stereo not drawn),0%,-5%,-7%,3%,-5%,8%,-2.9,2,8%
Clc1ccc(C2CC(c3cccs3)n3ncnc3N2)c(Cl)c1 (stereo not drawn),-5%,3%,2%,15%,-21%,-10%,-4.0,-2,27%
O=C(Nc1ccccc1-c1nnc(SCc2ccccc2Cl)o1)c1ccccc1,16%,3%,-12%,-3%,10%,-5%,-4.1,nt,-15%
Cc1cc(C)c(NC(=O)CCCN2CCOCC2)c(C)c1,11%,-1%,-5%,-1%,-1%,-3%,0.3,nt,0%
CCn1ccnc1CNC(=O)c1ccc(OC2CCN(C(=O)COC)CC2)cc1,-5%,-2%,-5%,-5%,5%,?,-1.5,-3,4%
COCCN=c1scc(-c2ccccc2)n1/N=C/c1c[nH]c2ccccc12,44%,19%,-12%,2%,-10%,-14%,0.5,21,-10%
CCN(CC)CC(=O)c1c(N)n(Cc2ccccc2)c(=O)n(C)c1=O,0%,2%,-4%,5%,?,-8%,-1.4,1,-16%
CC(C)[C@H](NC(=O)c1cccc(S(=O)(=O)N2CCOCC2)c1)C(=O)NCc1ccc(F)cc1,nt,-15%,6%,-7%,7%,3%,-1.5,-1,-11%
Cc1ccc(-c2nn(Cc3ccccc3)cc2C(=O)N2CCN(c3ccccn3)CC2)cc1,8%,-6%,5%,0%,1%,0%,0.6,1,-22%
O=c1c2ccccc2ncn1CCCOc1ccccc1[N+](=O)[O-],-17%,0%,2%,-1%,6%,-1%,-1.8,nt,2%
O=C(/C(=N/O)n1cncn1)c1ccccc1Cl,-12%,3%,-11%,0%,5%,3%,1.8,-3,0%
O=C(O)CC1(CC(=O)NCc2ccccn2)CCCCC1,-6%,10%,-4%,0%,1%,-6%,0.3,5,-11%
O=C(O)CCn1ccc2cc(S(=O)(=O)N3CCCCCC3)ccc21,15%&3%,1%,-2%,-6%,-11%,-12%,-2.7,1,-9%&-8%
CCSc1nnc(NC(=O)C2CSC3(C)CCC(=O)N23)s1 (stereo not drawn),0%,-3%,-6%,?,-22%,-8%,-0.5,0,-8%
Cc1cc(C)n(Cc2ccccc2F)c(=O)c1C#N,-24%,2%,-4%,-14%,6%,0%,3.0,-6,-6%
C[C@H]1CN([C@@H](C)CO)C(=O)CCCn2nncc2CO[C@@H]1CN(C)Cc1ccc(C(=O)O)cc1,-28%,-12%,2%,12%,-11%,-6%,-3.9,3,-2%
O=C(Oc1ccc(=O)n(-c2ccccc2)n1)c1cccc(Cl)c1,-50%,11%,-11%,4%,-1%,6.7µM*,0.7,-12,8%[9.22 µM]
COc1cccc(NC(=O)C(NC2CCCC2)c2ccccc2)c1 (stereo not drawn),5%,4%,2%,-1%,-4%,-7%,2.5,-11,-1%
